# GalR3 antag = GalR3 antagonists in HEK293 cells, primary screen, cell-based, fluorescence readout. Galanin receptor type 3 (Homo sapiens), O60755. AID 651719, 2012. HEK293 GalR3-CNG cAMP membrane potential fluorescence; galR3 body fused to GalR1 C-terminus. inhibition, % at 3 µM. hit rate 0.44% among 360,000;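 active means inhibition above the screen-wide average plus 3 SD, cut at about 13% in these data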;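 further: forskolin and galanin both at EC90 stimulate the cells; cAMP rise reported by CNG channel membrane potential dye signal; 0% = forskolin plus galanin with DMSO and 100% = forskolin alone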
# Target sequence (O60755 1-299 limits assumed): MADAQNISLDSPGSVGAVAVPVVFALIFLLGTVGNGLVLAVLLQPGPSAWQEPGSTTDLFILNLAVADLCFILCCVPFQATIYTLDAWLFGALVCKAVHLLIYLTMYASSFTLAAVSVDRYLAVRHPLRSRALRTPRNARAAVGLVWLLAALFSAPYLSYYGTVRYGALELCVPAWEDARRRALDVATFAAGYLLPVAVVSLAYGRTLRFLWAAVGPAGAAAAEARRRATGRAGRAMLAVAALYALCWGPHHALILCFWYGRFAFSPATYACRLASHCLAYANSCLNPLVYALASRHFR
# The depositor's hits bear a star.
SMILES,GalR3 antag
Cc1ccc(F)cc1C(=O)N1CCCCC1c1cc(C(=O)Nc2ccccc2)no1 (configuration not stated),-4
O=C(Nc1nnc([C@@H]2C[C@H](O)[C@@H](CO)O2)s1)c1cccs1,-3
CCCS(=O)(=O)NC(=O)C1(C)CCCN(C(=O)COc2ccc(Cl)cc2Cl)C1 (configuration not stated),-5
CCC(=O)N1CCC1(C)C(=O)NCc1ccccc1SC (configuration not stated),-6
CC(C)NC(=O)C1(C)CCCN1Cc1ccccc1 (configuration not stated),-5
CC1=C(C(=O)N(C)C)CC(CC(=O)NCc2cccc3ccccc23)C(=O)N1Cc1ccc(F)cc1 (configuration not stated),-5
O=C(NCc1ccccc1)C(C1CC1)n1c(=O)c(-c2ccco2)nc2ccccc21 (configuration not stated),-2
C[C@@H]1OC(C2CCCCC2)N(C)[C@H]2C[C@H]3c4[nH]c5c(-c6ccccc6)cccc5c4CCN3C(=O)[C@@H]12 (some centres not stated),-8
COC(=O)[C@@]1(Cc2ccc(F)cc2)[C@H]2c3cc(C(=O)N(C)C)n(Cc4cc(F)cc5c4OCOC5)c3C[C@H]2CN1C(=O)c1ccccc1,-5
O=C1CCCCC(=O)[C@H](O)C[C@H](COCc2ccccc2)O1,-6
COc1cccc(C=NN(C)c2c([N+](=O)[O-])cc(C(F)(F)F)cc2[N+](=O)[O-])c1O,-6
OC(c1ccc(F)cc1)c1nc(-c2cnc3ccccc3c2)cs1 (configuration not stated),-4
COc1ccc(OC)c(CN2C(=O)c3ccccc3C2c2nnnn2-c2ccc3c(c2)OCCO3)c1 (configuration not stated),-4
CC1(C(=O)NS(=O)(=O)c2ccc(F)cc2F)CCN1C(=O)CCc1ccc(Cl)cc1Cl (configuration not stated),-5
Cc1ccsc1-c1cc2nc(NCCOc3ccccc3Cl)n(C)c(=O)c2s1,1
CCOC1=C2CN(S(=O)(=O)c3ccc(C)cc3)CC[C@@H]2N(S(=O)(=O)c2ccc(C)cc2)[C@H](c2ccccc2)C1,4
C[C@@H]1C=CCCO[C@]12C(=O)N(Cc1ccc(Br)cc1)c1ccccc12,-3
CC1=C(C(=O)N2CCOCC2)CC(CC(=O)NCc2cccc3ccccc23)C(=O)N1Cc1ccc(C(C)(C)C)cc1 (configuration not stated),-3
Oc1ccc(C[C@H]2CN([C@@H](Cc3ccccc3)CN3CCCC3CN3C(=S)NC[C@@H]3Cc3ccccc3)C(=S)N2CC2CCCCC2)cc1 (some centres not stated),-6
CCCCCCCCN1C(=O)[C@@H](CC(=O)N2CCC(c3ccccc3)CC2)C[C@@]2(C(=O)OC)C1=C[C@H](C1CCCC1)O[C@@H]2C,-5
CSc1ccc(-c2ccc3c(c2)c(Sc2ccccc2)c(-c2ccccc2)n3C)cc1,-8
COC(=O)[C@]12C[C@H](CC(=O)NCC3CCCCC3)C(=O)N(Cc3ccc4c(c3)OCO4)C1=C[C@H](C(C)(C)C)O[C@@H]2C,-1
COc1cccc(NC(=O)c2ccc3nc(C)c(N(C)Cc4ccc(NC(C)=O)cc4)n3c2)c1,-2
Nc1[nH]c(C(=O)c2ccccc2)c(-c2ccncc2)c1C(=O)NCCc1c[nH]c2ccccc12,-8
Cc1cc(C)cc(C(O)c2ncc(-c3ccccc3F)[nH]2)c1 (configuration not stated),-7

# Structures above containing an aryl thioether with sulfur outside any ring, in the order listed:
SMILES,GalR3 antag
CCC(=O)N1CCC1(C)C(=O)NCc1ccccc1SC (configuration not stated),-6
CSc1ccc(-c2ccc3c(c2)c(Sc2ccccc2)c(-c2ccccc2)n3C)cc1,-8

# The results go on.
SMILES,GalR3 antag
CCNc1ccccc1,-2
O=C(NCc1ccco1)Nc1nnc([C@H]2C[C@H](O)[C@@H](CO)O2)s1,-1
O=C(CCc1c[nH]c2ccccc12)Nc1ccc(Oc2cccnc2)cc1,-7
CC1(C(=O)Nc2ccc3c(c2)OCCO3)CCN1C(=O)Cc1ccc(-c2ccccc2)cc1 (configuration not stated),-8
O=C(c1cc(C2CCCCN2S(=O)(=O)c2ccc(F)cc2F)on1)N1CCOCC1 (configuration not stated),5
CCOC(=O)C1=CCN(S(=O)(=O)c2ccc(C)cc2)C1c1ccc(C(C)C)cc1 (configuration not stated),-6
O=C(/C=C/[C@H]1O[C@@H](n2ccc(=O)[nH]c2=O)[C@H](O)[C@@H]1O)NCCN1CCCC1,-6
CC1(C(=O)Nc2ccc3c(c2)OCCO3)CN(S(C)(=O)=O)CC(=O)N1C1CCCCCC1 (configuration not stated),1
O=C(N[C@@H](Cc1ccccc1)c1nc2ccccc2[nH]1)c1ccc([N+](=O)[O-])cc1,-7
O=C(Nc1cccnc1)c1ccc(CSc2ccc(Cl)cc2)o1,-8
CC1(C(=O)NCc2ccc3c(c2)OCO3)CCN1C(=O)Cc1ccc(Cl)cc1Cl (configuration not stated),-8
COCCCNc1nccn2ccnc12,-5
COc1cccc(C(O)c2nc(-c3ccc(OC)nc3)cs2)c1 (configuration not stated),-6
CCCCNC(=O)C1(C)CCCCN1C(=O)c1cc(C#N)cs1 (configuration not stated),-7
CCOC(=O)C1=C[C@@H](C(C)(C)C)N(S(=O)(=O)c2ccc([N+](=O)[O-])cc2)[C@H]1c1ccccc1,-9
COc1cccc(C(O)c2nc(-c3ccccc3C)cs2)c1 (configuration not stated),-3
CCC(c1nc2ccccc2[nH]1)n1c(=O)c(-c2cccnc2)nc2ccccc21 (configuration not stated),-6
N#Cc1ccc(-c2nc3ccc(Br)cn3c2Cc2cccc(Cl)c2)cc1,-7
COC(=O)C1=C(C)N(Cc2ccccc2C(F)(F)F)C(=NCc2ccc(OC)cc2)NC1c1ccc(Cl)cc1 (configuration not stated),-6
CC(C)c1cccc(-c2csc(C(O)c3ccc(F)c(F)c3)n2)c1 (configuration not stated),1
Cn1nc(C(C)(C)C)cc1NC(=O)C1(C)CCN1C(=O)CC(c1ccccc1)c1ccccc1 (configuration not stated),-7
COc1cc(NC(=O)C2(C)CCN2C(C)C)cc(OC)c1OC (configuration not stated),-7
Fc1ccc2nc(-c3ccc(CN4CCC5(CC4)CNc4ccccc45)cc3)c(-c3ccccc3)nc2c1,-1
CC1(C(=O)NS(=O)(=O)C2CC2)CCN(C(=O)c2ccc3c(c2)OCO3)C1 (configuration not stated),-6
CC1(C(=O)NS(=O)(=O)Cc2ccccc2C(F)(F)F)CCN1C(=O)Cc1ccccc1 (configuration not stated),-3
# Next compounds.
SMILES,GalR3 antag
C=CCNC(=S)N1C[C@H]2CON(C)[C@H]2C[C@H]1c1ccccc1Br,-6
C[C@H](O)[C@@H]1CN2CCc3c([nH]c4ccccc34)[C@@H]2C[C@@H]1N(C)C(=S)NCCc1ccccc1,-5
COc1ccc(OCCN2CCC(C(=O)NC(c3ccc(C)cc3)c3ccccn3)CC2)cc1 (configuration not stated),-5
CCC(=O)N1CCCC(C(=O)NCc2ccc(C(C)C)cc2)CC1 (configuration not stated),-3
COCOc1cccc(CN2CCC2(C)C(=O)Nc2ccc3c(c2)OCO3)c1 (configuration not stated),-8
COc1cc(Cl)ccc1OC1(C)CCN(Cc2c(F)cccc2F)C1 (configuration not stated),-5
COC(=O)C1=C(C)N(C)C(=NCc2cccc(C(F)(F)F)c2)NC1c1ccccc1C(F)(F)F (configuration not stated),-6
OC(Cc1ccccc1)c1ncc(-c2ccc(Cl)cc2)[nH]1 (configuration not stated),-8
COc1ccccc1CCn1cnc(-c2ccc(OC)c(OC)c2)c1C(C)C,0
COc1ccc(CC(N)c2csc(NC(=O)Nc3ccccc3Cc3ccccc3)n2)cc1 (configuration not stated),-6
CC(C)CCN1C(=O)c2ccccc2C1c1nnnn1-c1ccc2c(c1)OCCO2 (configuration not stated),-5
Cn1c(=O)c2cc(NC(=S)NC3CC3)ccc2n1C/C=C/c1ccccc1,-6
CCC(=O)N1CCCC(C)(C(=O)Nc2ccc(OC)c(F)c2)C1 (configuration not stated),-6
CCOC(=O)[C@]12CCC=C1N(Cc1cccc3ccccc13)C(=O)[C@H](CC(=O)N1CCCC1)C2,-6
COc1cccc(C(O)c2ncc(-c3ccc4ccccc4c3)[nH]2)c1 (configuration not stated),-6
CCCNC(=O)C1(C)CCN(C(=O)c2cc(F)cc(F)c2)C1 (configuration not stated),2
CC(=O)OC[C@@H]1CN(Cc2ccccc2)C[C@H](n2cnc3c(N4CCCC4)ncnc32)O1,-7
COC(=O)CCCn1cc(CN2CC(N3CCN(CCN(C)C)CC3)CS2(=O)=O)nn1 (configuration not stated),-4
Cc1cc(NC(=O)CS(=O)(=O)c2cn(Cc3cccc(Br)c3)c3ccccc23)no1,0
CCOc1ccc(CCN2C(=S)N([C@@H](Cc3ccccc3)CN3CCCC3CN3C(=S)NC[C@@H]3Cc3ccccc3)C[C@@H]2Cc2ccc(O)cc2)cc1 (some centres not stated),-4
Cc1ccc(Cc2c(-c3cccc(Cl)c3)nc3ccc(C)cn23)cc1,-5
COCCNc1nc(NCCOc2ccccc2)c2sc(-c3ccccc3)cc2n1,-7
CCCN(C)C1CN(Cc2cn(Cc3ccc(C)cc3)nn2)S(=O)(=O)C1 (configuration not stated),-7
CCOC(=O)[C@]12CCCC=C1N(Cc1ccc3c(c1)OCO3)C(=O)[C@H](CC(=O)NCc1cccc(C(F)(F)F)c1)C2,-6
CCc1ccccc1Oc1nc(NC(C)C)nc2ccsc12,-10

# Sorted by count of non-hydrogen atoms (smallest number first): part of the list above.
SMILES,GalR3 antag
CCC(=O)N1CCCC(C(=O)NCc2ccc(C(C)C)cc2)CC1 (configuration not stated),-3
COc1cc(Cl)ccc1OC1(C)CCN(Cc2c(F)cccc2F)C1 (configuration not stated),-5
Cc1cc(NC(=O)CS(=O)(=O)c2cn(Cc3cccc(Br)c3)c3ccccc23)no1,0

# Back to the main list, starting 2 compounds before the break.
SMILES,GalR3 antag
CCOC(=O)[C@]12CCCC=C1N(Cc1ccc3c(c1)OCO3)C(=O)[C@H](CC(=O)NCc1cccc(C(F)(F)F)c1)C2,-6
CCc1ccccc1Oc1nc(NC(C)C)nc2ccsc12,-10
CCc1nc2c(OCc3ccc(C(F)(F)F)cc3)cccn2c1N(C)C(=O)c1ccncc1,-6
CCCCC[C@H]1CCCCC[C@@H](O)C[C@H](O)[C@H](O)/C=C/C(=O)O1,-3
Cn1c(NCc2ccc3occc3c2)nc2cc(-c3cccc(C(F)(F)F)c3)sc2c1=O,-5
COc1ccc(C(C)(O)c2nc(-c3ccc(OC)nc3)cs2)cc1 (configuration not stated),-4
Cc1ccc(S(=O)(=O)C[C@@H]2OC3CCCCC3N2S(=O)(=O)c2ccc(C)cc2)cc1 (some centres not stated),-6
COc1ccc(C2=Nc3ccccc3N(C(=O)c3ccncc3)C2C(=O)NC(C)C)cc1 (configuration not stated),-3
CC(C)NC(=O)OC1CC2CC1[C@H]1CCCCN1C2=O (some centres not stated),1
CCc1c(-c2cccc(Cl)c2)ncn1CCc1ccccc1OC,-5
C=CCn1c(=O)n(CC=C)c(=O)n(CC=C)c1=O,-1
CC1(C(=O)NS(=O)(=O)c2ccc(C#N)cc2)CCN1C(=O)c1cccc(F)c1 (configuration not stated),2
CCCCC[C@@H](C)N1C[C@H](COCc2ccccc2)Oc2cc(N3CCC[C@@H]3CO)ccc2S1(=O)=O,-7
CC(C)C[C@H]1CNC(=O)C(=O)N1CC1CCN(CCC(C)c2ccccc2)CC1 (some centres not stated),-5
CC12CCC(=O)C=C1CCC1C2C(O)CC2(C)C1CCC2(O)C(O)CO (configuration not stated),1
CC(C)C[C@H]1COc2cccc(N3CCSCC3)c2S(=O)(=O)N1,-6
CCCCNC(=O)c1nc(C2CCN(S(=O)(=O)c3ccccc3C(F)(F)F)CC2)oc1-c1cccc(C(F)(F)F)c1,-7
CC1(C(=O)NS(=O)(=O)c2cccs2)CCN1C(=O)c1cccc(F)c1 (configuration not stated),-3
CC1(C(=O)NS(=O)(=O)Cc2cccc(Cl)c2)CCN1C(=O)C1(c2ccc(Cl)cc2)CC1 (configuration not stated),-8
O=C(Nc1ccc2c(c1)OCO2)c1cc(C2CCCCN2C(=O)CCc2ccccc2)on1 (configuration not stated),0
CCOC(=O)C1CCN(C(=O)c2[nH]c(C(F)(F)F)nc2-c2ccccc2)CC1,-4
O=C(NCc1ccc(F)cc1)c1cc(C2CCCCN2C(=O)C2CCCCC2)on1 (configuration not stated),-4
O=C1NC[C@@H](CCCCN2C[C@H](Cc3ccc(O)cc3)N(CCC3CCCCC3)C(=O)C2=O)N(CCC2CCCCC2)C1=O,-6
Cc1cccc(S(=O)(=O)NC(=O)C2(C)CCN2C(=O)c2sccc2C)c1 (configuration not stated),-3
COC(=O)[C@]12C[C@H](CC(=O)N3CCC(c4ccccc4)CC3)C(=O)N(Cc3ccc4c(c3)OCO4)C1=C[C@H](COCc1ccccc1)O[C@@H]2C,-8
CCCCCCSc1ccc(-c2nc3ccc(C)cn3c2NCCCC)cc1OC,-7
CNC(=O)C1(C)Cc2c(-c3ccc4c(c3)OCO4)ccnc2O1 (configuration not stated),1
CC(C)(O)C#Cc1ccc(N2C(c3ccsc3)=Cc3ccc(F)cc3C2c2c[nH]c3ccccc23)cc1 (configuration not stated),0
c1cnc2c(-c3cccc4nccn34)cccc2c1,-5
CC(=O)Nc1ccc(C(=O)N2CCCCC2c2cc(C(=O)Nc3ccccc3Cl)no2)cc1 (configuration not stated),-5

# Five of the entries above in order of the GalR3 antag value, ascending:
molecule | GalR3 antag
CC1(C(=O)NS(=O)(=O)Cc2cccc(Cl)c2)CCN1C(=O)C1(c2ccc(Cl)cc2)CC1 (configuration not stated) | -8
Cc1ccc(S(=O)(=O)C[C@@H]2OC3CCCCC3N2S(=O)(=O)c2ccc(C)cc2)cc1 (some centres not stated) | -6
CC(=O)Nc1ccc(C(=O)N2CCCCC2c2cc(C(=O)Nc3ccccc3Cl)no2)cc1 (configuration not stated) | -5
CCOC(=O)C1CCN(C(=O)c2[nH]c(C(F)(F)F)nc2-c2ccccc2)CC1 | -4
C=CCn1c(=O)n(CC=C)c(=O)n(CC=C)c1=O | -1

# Assay outcomes (PubChem)

# A portion of the library; count on the stated rates, not on these rows.
